Source: PubChem BioAssay
tim10-1 inh: growth inhibitors of tim10-1 mutant yeast; S. cerevisiae tim10-1 ts strain growth, BacTiter-Glo, 24 h; 330,000 compounds, 2.2% hits; inhibition, % at 20 µM;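 active = inhibition of at least 40%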;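 note: mutant grown at 25 °C; 0% = DMSO wells with yeast and 100% = wells holding no yeast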
mIAP act: mouse IAP activation; activation factor at 10 µM; muIAP, CDP-Star luminescence, 30 min; stronger effect = higher value; 1 = vehicle-only enzyme signal, 0 = enzyme-free wells; 330,000 compounds, 0.24% hits;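 active = activation factor of at least 2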; note: the source names both 10 and 20 µM as test concentration; values of inactives mirror those of a sister screen read the other way
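System: Mouse IAP enzyme | Also added: CDP-Star substrate | Dosing: Compounds dispensed in DMSO | Schedule: 30 min enzyme-substrate-compound incubation at room temperature | Technique: Chemiluminescence readout | Control set: DMSO-only wells and no-enzyme negative control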
A3G deaminase: APOBEC3G (human) deaminase inhibition; 330,000 compounds, 0.28% hits; Q9HC16; AID 493012; inhibition, % at 20 µM; recombinant A3G, ssDNA deamination FAM/TAMRA fluorescence;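 active = inhibition of at least 40% at 20 µM, with no more than 30% in the related APOBEC3A deaminase screen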;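 note: plate controls were DMSO wells with A3G for no effect and wells lacking A3G enzyme for full effect; some compounds called inactive have numbers as strong as hits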
Target sequence (Q9HC16 whole entry, looked up): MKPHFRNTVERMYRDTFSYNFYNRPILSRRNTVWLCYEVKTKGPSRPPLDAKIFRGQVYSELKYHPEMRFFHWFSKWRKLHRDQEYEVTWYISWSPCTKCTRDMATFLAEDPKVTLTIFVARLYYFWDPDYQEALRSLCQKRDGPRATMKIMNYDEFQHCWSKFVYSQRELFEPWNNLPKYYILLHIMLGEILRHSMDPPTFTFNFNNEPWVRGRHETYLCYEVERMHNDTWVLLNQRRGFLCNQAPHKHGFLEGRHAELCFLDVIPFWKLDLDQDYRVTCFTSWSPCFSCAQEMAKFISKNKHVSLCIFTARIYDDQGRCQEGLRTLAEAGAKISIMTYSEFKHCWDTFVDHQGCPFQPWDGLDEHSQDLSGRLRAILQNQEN
hIAP block: blocks human intestinal alkaline phosphatase. inhibition, % at 10 µM. purified IAP, CDP-Star luminescence, 30 min. AID 2544. 330,000 compounds, 0.12% hits. P09923;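 active = inhibition reaching a set limit with compound at 10 µM in the primary screen, cut at about 35% in these data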;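 note: plate controls were DMSO wells with enzyme for no effect and no-enzyme buffer wells for full effect; values of inactives mirror those of a sister screen read the other way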
Target sequence (P09923 whole entry, looked up): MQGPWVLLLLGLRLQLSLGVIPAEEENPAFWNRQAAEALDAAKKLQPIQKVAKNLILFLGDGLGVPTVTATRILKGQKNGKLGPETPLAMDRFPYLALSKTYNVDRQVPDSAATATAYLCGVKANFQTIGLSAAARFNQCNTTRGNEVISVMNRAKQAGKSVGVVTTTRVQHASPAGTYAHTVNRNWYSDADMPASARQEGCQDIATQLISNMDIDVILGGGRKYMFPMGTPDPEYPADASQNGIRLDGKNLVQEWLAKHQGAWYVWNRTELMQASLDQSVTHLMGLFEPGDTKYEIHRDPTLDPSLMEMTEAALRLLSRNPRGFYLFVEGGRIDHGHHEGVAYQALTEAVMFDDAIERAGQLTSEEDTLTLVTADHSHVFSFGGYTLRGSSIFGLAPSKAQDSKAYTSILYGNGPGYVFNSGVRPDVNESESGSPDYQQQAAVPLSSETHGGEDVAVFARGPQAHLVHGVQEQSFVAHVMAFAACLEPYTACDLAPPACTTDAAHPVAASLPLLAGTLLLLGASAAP
APOBEC3A inh: human APOBEC3A DNA deaminase inhibition; inhibition, % at 20 µM; 330,000 compounds, 0.41% hits; recombinant A3A, FAM/TAMRA ssDNA deamination fluorescence;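 active = at least 40% inhibition at 20 µM here, with at most 30% in a related deaminase screen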;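 note: plate controls were A3A with DMSO for no effect and wells lacking A3A enzyme for full effect; some results filed as inactive read as strong as hits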
Target sequence (P31941 whole entry, looked up): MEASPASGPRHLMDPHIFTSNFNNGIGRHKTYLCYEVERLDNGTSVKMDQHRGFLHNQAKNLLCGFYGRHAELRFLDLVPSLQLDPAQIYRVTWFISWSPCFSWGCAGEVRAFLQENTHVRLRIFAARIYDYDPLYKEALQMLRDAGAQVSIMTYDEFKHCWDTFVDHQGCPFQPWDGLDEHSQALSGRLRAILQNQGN
MIN6 prolif: inducers of beta-cell replication in MIN6 cells. proliferation, % at 10 µM. 330,000 compounds, 0.29% hits. AID 2380. MIN6 cells proliferation, ATPlite luminescence, 48 h; cells starved in 0.2% serum; 100% = growth in 10% serum;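 active = compounds whose signal lies at least 3.5 SD above the mean of all wells on their plate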;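 note: 0% = DMSO-treated cells in low-serum medium and 100% = 10% serum control; some compounds called inactive have numbers as strong as hits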
NLRP3 yeast inh: NALP3 inhibition in yeast; Yeast reconstituted NLRP3/ASC/caspase-1, beta-gal luminescence, 24 h; inhibition, % at 10 µM; 330,000 compounds, 0.39% hits; AID 2825;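 active = inhibition of 50% or more; inactive = inhibition below 50%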;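 note: plate controls were induced DMSO wells for no effect and uninduced yeast grown without galactose for full effect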
mIAP block: blocks mouse intestinal alkaline phosphatase | purified mouse IAP, CDP-Star luminescence, 30 min | inhibition, % at 10 µM | 330,000 compounds, 0.2% hits | AID 2806;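 active = inhibition of at least 40% at 10 µM in the primary screen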;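 note: plate controls were DMSO with enzyme for no effect and no enzyme wells for full effect; values of inactives mirror those of a sister screen read the other way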
TIM10 inh: TIM10 yeast growth inhibition; inhibition, % at 10 µM; S. cerevisiae TIM10 strain growth, BacTiter-Glo luminescence, 24 h; 330,000 compounds, 1.4% hits;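 active = inhibition of 40% or more at the single tested concentration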;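 note: wild-type TIM10 isogenic control strain grown at permissive 25 °C; 0% = DMSO yeast wells and 100% = minimal medium wells without yeast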
* = called active by the depositor.

SMILES | tim10-1 inh | mIAP act | A3G deaminase | hIAP block | APOBEC3A inh | MIN6 prolif | NLRP3 yeast inh | mIAP block | TIM10 inh
O=C(CN1CCCCC1)Nc1c2c(nc3ccccc13)N(c1ccccc1)CC2 | 6 | 0.98 | -4 | -15 | -2 | -5 | 22 | 2 | -2
O=C(Nc1nc2ccc(F)cc2s1)c1ccc(N2CCCC2=O)cc1 | -15 | 0.91 | 1 | -47 | 1 | -2 | 11 | 9 | -2
COC(=O)CC1C(=O)NC2CCCCC2N1C(=O)CCl (stereo not drawn) | 0 | 0.95 | -8 | -30 | -3 | -3 | 19 | 5 | 7
O=C(CNC(=O)c1sc2ccccc2c1Cl)NCc1ccccc1 | -10 | 1 | -4 | 3 | 0 | 0 | 27 | 0 | -13
Cc1ccc(S(=O)(=O)N2CCC(N3CCN(C)CC3)CC2)cc1Cl | -1 | 1 | -4 | -12 | -2 | -2 | 8 | -3 | 3
O=C(CN(Cc1ccco1)C(=O)c1ccc(Cl)cc1)Nc1c(Cl)cc(Cl)cc1Cl | 31 | 1.1 | -7 | 17 | -2 | 0 | -8 | -8 | -11
CCCS(=O)(=O)N1CCC(C(=O)NC2CCCC(C)C2C)CC1 (stereo not drawn) | -7 | 1.2 | 6 | -6 | 4 | 0 | 8 | -16 | -2
O=C(COC(=O)CC(c1ccccc1)c1ccccc1)Nc1c(F)cccc1F | 36 | 1.2 | -6 | -1 | -3 | 0 | -4 | -22 | 15
Cc1cc(Cl)ccc1OCc1nc(-c2ccncc2)no1 | 4 | 0.96 | -5 | -6 | -1 | -1 | 9 | 4 | -6
NS(=O)(=O)c1cccc(NC(=O)CN2CCCc3ccccc32)c1 | 2 | 0.93 | -5 | 5 | -3 | -1 | 20 | 7 | 15
Cc1cccc(-c2nnc(N)s2)c1 | -16 | 0.99 | -7 | 2 | -2 | -4 | -10 | 1 | -11
CC(C)Cc1ccc(S(=O)(=O)NCC2CCCO2)cc1 (stereo not drawn) | 7 | 1 | -7 | -22 | -1 | 1 | 20 | -2 | -2
Cc1ccc(-c2csc(NC(=O)c3cccc([N+](=O)[O-])c3C(=O)O)n2)cc1 | -4 | 1 | -8 | 12 | -1 | -1 | 14 | -4 | 12
CCOc1ccc(NC(=O)C(CC(=O)O)Cc2ccc(Br)cc2)cc1 (stereo not drawn) | 11 | 0.97 | -10 | -19 | -7 | 0 | 18 | 3 | 1
O=[N+]([O-])c1ccc(F)cc1F | 18 | 1.1 | -13 | 1 | -3 | 0 | 11 | -9 | -3
Cc1ccc2oc(C(=O)N3CCC(N4CCSCC4)CC3)c(C)c2c1 | 29 | 1.1 | -3 | -16 | -5 | -1 | 17 | -9 | -21
O=S(=O)(NCCSc1ccccc1)c1ccc2c(c1)OCCO2 | 41* | 1.1 | -2 | 0 | 2 | -1 | 11 | -13 | 5
CN(C(=O)Cn1nnc(-c2cccc(C(F)(F)F)c2)n1)C1CCCCC1 | 23 | 1 | -4 | 3 | 0 | 2 | 12 | -1 | 16
O=S(=O)(c1ccc(Cl)c(NC(=S)Nc2cccc(O)c2)c1)N1CCOCC1 | -7 | 0.99 | -3 | -1 | 1 | -1 | 17 | 1 | 4
CCOC(=O)c1ccc(COC(=O)c2cc(=O)[nH]c3ccccc23)o1 | 7 | 1.2 | -10 | -18 | -6 | -2 | 8 | -19 | -7
O=C(CN1CCN(S(=O)(=O)c2ccc(Cl)cc2)CC1)NCc1cccs1 | 8 | 1 | -2 | 2 | -2 | -1 | -4 | -2 | 4
COc1ccc(C2SCCN2C(=S)Nc2ccc(Cl)cc2)cc1 (stereo not drawn) | 33 | 1.1 | -6 | -6 | 0 | 0 | 31 | -15 | 20
CC(C)CCNC(=O)CN(Cc1ccccc1Cl)C(=O)CCC(=O)Nc1ccccn1 | 5 | 1.1 | -2 | -7 | 1 | 0 | 20 | -6 | 14
CCN(CC)CCNC(=O)c1cc(-c2ccc(Br)s2)nc2ccccc12 | 39 | 1 | -3 | 3 | 2 | -4 | 12 | -2 | 9

Quoted at random: 3 compounds from above, in no set order.
SMILES | tim10-1 inh | mIAP act | A3G deaminase | hIAP block | APOBEC3A inh | MIN6 prolif | NLRP3 yeast inh | mIAP block | TIM10 inh
CCOc1ccc(NC(=O)C(CC(=O)O)Cc2ccc(Br)cc2)cc1 (stereo not drawn) | 11 | 0.97 | -10 | -19 | -7 | 0 | 18 | 3 | 1
CN(C(=O)Cn1nnc(-c2cccc(C(F)(F)F)c2)n1)C1CCCCC1 | 23 | 1 | -4 | 3 | 0 | 2 | 12 | -1 | 16
CC(C)CCNC(=O)CN(Cc1ccccc1Cl)C(=O)CCC(=O)Nc1ccccn1 | 5 | 1.1 | -2 | -7 | 1 | 0 | 20 | -6 | 14

Additional structures:
SMILES | tim10-1 inh | mIAP act | A3G deaminase | hIAP block | APOBEC3A inh | MIN6 prolif | NLRP3 yeast inh | mIAP block | TIM10 inh
CCCCNC(=O)CCn1nc(-c2ccccc2)ccc1=O | 16 | 1 | -4 | 14 | -4 | -2 | 2 | 0 | -17
Cc1csc(NC(=O)c2cccc(S(=O)(=O)N3CCN(C)CC3)c2)n1 | -5 | 0.95 | -3 | -2 | -3 | -3 | 15 | 5 | -2
CCCCC(CC)C(=O)NCCc1ccc(S(N)(=O)=O)cc1 (stereo not drawn) | 5 | 1.1 | 4 | 0 | 4 | -1 | -14 | -10 | 8
Cc1ccccc1N1CCN(C2CCCN(C(=O)c3cc(CC(C)C)nn3C)C2)CC1 (stereo not drawn) | 15 | 1.1 | -9 | -5 | -6 | -2 | 9 | -7 | 7
CC(CNC(=O)c1ccc(C(C)(C)C)cc1)CN(C)C (stereo not drawn) | 7 | 1 | -5 | -1 | -6 | -1 | -1 | -4 | -2
CCc1cc2cc(C)cc(C)c2[nH]c1=S | 14 | 1 | 49* | 6 | 2 | 0 | 9 | 0 | 24
COc1ccc(-c2cc(C(=O)Nc3cccc(S(=O)(=O)NCc4ccco4)c3)c3ccccc3n2)cc1OC | 5 | 0.86 | -4 | 4 | 2 | -2 | 15 | 14 | 21
CCC(C)N1CCCCC1C(=O)Nc1c(C)cc(C)cc1C (stereo not drawn) | 2 | 0.92 | -5 | 7 | -4 | -2 | 12 | 8 | 14
CC(=O)/C(N=Nc1nc2c([nH]1)c(=O)n(C)c(=O)n2C)=C(\C)O | -21 | 0.77 | -11 | 4 | -3 | -3 | 23 | 24 | -15
CCC(C)(C)NC(=O)CN(CCc1cccc(C)c1)C(=O)c1csnn1 | 1 | 1 | -2 | -10 | 1 | 0 | 5 | -2 | 4
COc1ccc(Cl)cc1C(=O)O/N=C(\N)c1ccccn1 | 16 | 1 | 2 | -11 | -2 | -3 | 21 | 0 | 26
C/C(=N\Nc1ccc([N+](=O)[O-])cc1)c1ccc(-n2nncc2C)cc1 | 28 | 0.87 | -3 | 2 | 3 | 0 | 22 | 13 | 4
CCCCNC(=O)C1C2C=CC3(CN(Cc4ccc(C)cc4)C(=O)C13)O2 (stereo not drawn) | 9 | 1 | -2 | 1 | -1 | 0 | 4 | -2 | -7
CC(=O)Nc1ccc(NC(=O)Cn2c(=O)n(-c3ccccc3)c(=O)c3oc4ccccc4c32)cc1 | 6 | 0.94 | -4 | 2 | 2 | 3 | -48 | 6 | 11
C/C(CC(=O)Nc1ccc(Cl)cc1C(F)(F)F)=N\NC(=O)c1ccccn1 | 13 | 0.92 | -6 | -79 | -7 | -3 | -7 | 8 | 25
c1ccc(-c2noc(CSc3nnc(Cc4cccs4)n3-c3ccccc3)n2)cc1 | 33 | 0.97 | 0 | 17 | -1 | -3 | -4 | 3 | 34
COC(=O)[C@H](Cc1ccccc1)NC(=O)O[C@@H]1C(=O)c2cc(OC)ccc2O[C@H]1c1ccc(OC)c(Br)c1 | 9 | 0.93 | -6 | 7 | -6 | -5 | 12 | 7 | -6
Cc1cc(CSc2ccccc2)ccc1NC(=O)COc1ccccc1 | 20 | 1 | 2 | 2 | 2 | -2 | 13 | -4 | -1
COc1ccc2c(c1)C(C)=CC(C)(C)N2C(=O)CN1C(=O)CCC1=O | 6 | 0.96 | -3 | 13 | 1 | -1 | -3 | 4 | 7
COc1ccc(-c2nnc(Nc3ccc(S(=O)(=O)Nc4nccs4)cc3)c3ccccc23)cc1 | -13 | 0.83 | 2 | -6 | 4 | -2 | 5 | 17 | 4
CC1CC(C)CN(C(=O)Cn2c(SCC(=O)N3CCc4ccccc4C3)nc3ccccc32)C1 (stereo not drawn) | 28 | 0.99 | 1 | -7 | 0 | -4 | 3 | 1 | 12
COc1ccc(OCC(=O)OCC(=O)Nc2ccc(S(=O)(=O)N3CCCCC3)cc2)cc1 | 14 | 0.93 | -2 | -13 | 3 | -2 | 3 | 7 | 7
CCN(CC)CCN(C(=O)c1ccc(S(=O)(=O)N(CC)c2ccccc2)cc1)c1nc2c(OC)ccc(OC)c2s1 | 30 | 0.97 | -5 | -26 | 4 | 9 | 13 | 3 | 21
Cc1ccc(OCC(=O)NNC(=O)C2CCN(c3nccc(C)n3)CC2)cc1 | -16 | 0.98 | 2 | -7 | -5 | -1 | 6 | 2 | -6
CCOC(=O)[C@H]1[C@H]2COc3cc(OC)ccc3[C@@H]2N2C(=O)c3cc(OC)c(OC)cc3NC(=O)[C@@]12C | 9 | 0.99 | -9 | 9 | 0 | -4 | 4 | 1 | -1
CCOC(=O)C(NC(C)=O)C(=O)Nc1ccc(C)cc1C (stereo not drawn) | 7 | 0.96 | -4 | -1 | -1 | -1 | 1 | 4 | 1
COc1ccc(N2CCN(C3CCN(S(=O)(=O)c4ccc(F)cc4)CC3)CC2)cc1 | 7 | 1 | -1 | 6 | -2 | -2 | 0 | -2 | 2
C#CC[N+](C)(C)CC#Cc1ccc(Cl)cc1 | 16 | 1.1 | -1 | 5 | 0 | -3 | -1 | -7 | 6
O=C(CCc1ccccc1)Nc1ccccc1[N+](=O)[O-] | 10 | 0.98 | -4 | 9 | -1 | 0 | 34 | 2 | 11
COc1ccc(OCc2cc(C(=O)NCCCc3ccccc3)no2)c(Cl)c1 | 8 | 0.83 | -7 | 4 | -3 | -6 | 23 | 17 | 13
COc1ccc(CN(C(=O)c2ccc(-c3ccccc3)[nH]2)C(C(=O)NCC2CCCO2)c2ccc(C)o2)cc1 (stereo not drawn) | 22 | 0.97 | -4 | -5 | -3 | -6 | 14 | 3 | 26
CCOc1ccccc1NC(=O)C1CCCN(S(=O)(=O)c2ccc3c(c2)C(C)(C)C(=O)N3C)C1 (stereo not drawn) | 16 | 1 | -12 | 3 | -2 | -5 | -12 | -5 | 12
CC(=O)n1nc(-c2ccccc2)nc1NCc1ccc(F)cc1 | -2 | 0.89 | -6 | 1 | -5 | 2 | 6 | 11 | 6
O=C(C1CCCO1)N1CCN(C(=S)Nc2ccc(Cl)cc2)CC1 (stereo not drawn) | 9 | 0.96 | -15 | 7 | 1 | -4 | -9 | 4 | 4
O=C(Nc1ccc(S(=O)(=O)N2CCOCC2)cc1)c1ccc(=O)[nH]c1 | 5 | 1 | 5 | -10 | 13 | -3 | 0 | 0 | -7
CCOP(=O)(Nc1ccc2oc(=O)c3ccccc3c2c1)OCC | 9 | 1 | -6 | 6 | -1 | -4 | -5 | -1 | 3
Cc1ccc(-n2c(C)cc(/C([O-])=C(/C(=S)Nc3ccc(F)c(Cl)c3)[n+]3ccccc3)c2C)cc1 | 10 | 0.84 | -8 | -9 | 1 | -5 | 21 | 16 | 41*
COc1cccc(-c2csc(N3CCN(C(=O)Nc4ccccc4OC)CC3)n2)c1 | 28 | 0.93 | -4 | 14 | -3 | -2 | 6 | 7 | 36
